Source: PubChem BioAssay (several laboratories)
HIV RNase H inh: inhibitors of HIV-1 reverse transcriptase RNase H; RT-RNase H RNA/DNA duplex cleavage, fluorescence; inhibition, % at 10 µM; 1.9% of 65,000 active; in the data active = inhibition above about 50%
RmlCD inh mix: mixture blocks RmlC and RmlD coupled enzyme activity | 0.39% of 110,000 active | AID 1532 | RmlC/RmlD coupled enzyme inhibition, 384-well mixture HTS | inhibition, % at 5.5 µM; in the data active = inhibition above about 30%, passing the limit was not always enough; inconclusive = no clear call, values can overlap the other calls; note: strong numbers were not always called active
* = called active by the depositor; u = inconclusive; x = not tested or not shown. A portion of the library; count on the stated rates, not on these rows.

Value order – HIV RNase H inh, RmlCD inh mix
COc1ccc(C(=O)Nc2ccccc2C(=O)N/N=C/c2ccc(O)c(OC)c2)cc1
 : x, 2.6
CC(C)OC(=O)C(C)Oc1ccc(C(=O)NCCc2ccccc2)cc1 (centres undefined)
 : x, 3.0
CC(NC(=O)COc1ccccc1)C1COc2ccccc2O1 (centres undefined)
 : -11.3, 1.0
Nc1nnc(CCN2CCCCC2)s1
 : -0.6, -11.1
CCOC(=O)C12CNC(=O)C(C(=O)OCC)(CNC1=O)C2
 : -5.1, 7.8
CCOC(=O)c1cnc(SCC(=O)Nc2ccc(NC(C)=O)c(OC)c2)nc1N
 : -7.2, 7.3
COc1ccc(Cn2nnnc2C(c2cc(OC)ccc2OC)N2CCC(C(N)=O)CC2)cc1 (centres undefined)
 : -1.8, -1.5
Cc1ccn2c(NC(=O)c3ccccc3)c(-c3cccs3)nc2c1
 : x, 6.7
COc1ccc(Cl)cc1NC(=O)Nn1cnnc1
 : x, -12.3
COc1cc(CCCN2C(N)=NC[C@@H]2c2ccccc2)cc(OC)c1OC
 : x, 1.5
Cc1nn(S(=O)(=O)c2cccs2)c(C)c1Sc1ccccc1
 : x, -16.5
O=C(NC1CCCC1)C(c1cccs1)N(Cc1ccco1)C(=O)Cn1nnc(-c2cccs2)n1 (centres undefined)
 : 4.0, 7.0
COc1ccccc1-c1c(C)oc2c(CN3CCN(C)CC3)c(O)ccc2c1=O
 : -10.3, 43.4*
COc1cccc(NC(=O)CN2CCN(S(=O)(=O)c3ccc(C(C)C)cc3)CC2)c1
 : -9.4, -8.2
CCOC(=O)c1c(COC(=O)c2ccco2)nc2ccccc2[n+]1[O-]
 : 2.7, -8.6
O=C1C=C(Nc2ccccc2O)c2ccccc2C1=O
 : x, 8.1
CC1CCc2c(sc(NC(=O)c3ccc(-c4ccccc4[N+](=O)[O-])o3)c2C#N)C1 (centres undefined)
 : x, 8.1
O=C(CC1c2ccccc2Oc2ccccc21)N1CCN(c2ccccn2)CC1
 : -9.9, 9.9
O=C(NCC1CCCO1)c1ccccc1-c1nc(-c2ccc(F)cc2)no1 (centres undefined)
 : -0.3, 12.8
CC1=NC(=O)C(N=Nc2cccc(C(=O)O)c2)N1c1ccccc1 (centres undefined)
 : x, -3.6
COc1cccc(-c2nc(CS(=O)(=O)CC(=O)Nc3cc(C)ccc3C)c(C)o2)c1
 : 26.0, -15.3
O=c1[nH]nc(Cc2ccc(Cl)cc2)c2ccccc12
 : x, 2.0
O=C1Nc2cc3c(cc2Sc2ccccc21)OCCO3
 : -40.3, -12.1
Cc1c(OC(=O)CNC(=O)OC(C)(C)C)ccc2c3c(c(=O)oc12)CCC3
 : -16.0, x
Cc1ccccc1-n1c(=O)cc(NCC2CCCO2)[nH]c1=O (centres undefined)
 : -7.5, 5.7
COc1ccc2c(c1OC)C(=O)N(c1ncn[nH]1)C2
 : -7.4, 0.9
Brc1ccc(OCCn2ccnc2)cc1
 : -6.1, 7.4
Cc1cc(/C=C(/C#N)C(=O)Nc2ccccc2)c(C)n1-c1cccnc1
 : x, 11.3
CCOc1ccc(NC(=O)c2ccccc2CO)cc1
 : -19.5, -11.8
CCOc1ccc(C(=O)NCCc2ccccc2)cc1
 : x, 7.1
Cc1ccc2c(c1)N(CC(=O)NCCc1c[nH]c3ccccc13)C(=O)CO2
 : 6.1, -9.4
Cc1ccc(C(=O)C(C(=O)/C=C/c2ccccc2)=C2SCCCS2)cc1
 : x, -12.4
CCOC(=O)N1CCN(C(=O)c2ccc3nc4cc(Cl)ccc4c(=O)n3c2)CC1
 : 1.6, 35.4
Cc1ccc(NC(=O)Cc2cn3ccsc3n2)nc1
 : -7.1, -0.8
O=C(CN1C(=O)c2ccccc2S1(=O)=O)NCCSCc1ccco1
 : 0.8, 3.3
CCNC(=S)NNC(=O)C(c1ccccc1)c1ccccc1
 : x, -178.2
O=C(Cn1ccc([N+](=O)[O-])n1)NCc1cccs1
 : x, 8.1
CCN(CC)c1ccc(-c2nn3c(-c4ccccc4OC)nnc3s2)cc1
 : -23.2, -81.2
CC1(C)CC2CC(C)(CN2C(=O)c2cccs2)C1 (centres undefined)
 : 19.4, 54.7
CCC(=O)Nc1nnc(-c2ccc(OC)cc2)o1
 : -6.0, -14.6
CN=C(SCc1ccccc1)c1c(O)n(C)c(=O)n(C)c1=O
 : 2.5, -13.9
O=CNc1ccccc1Oc1ccccc1
 : -11.4, 103.4
Cc1ccc(S(=O)(=O)N(CC(=O)Nc2cccc(N(C)S(C)(=O)=O)c2)c2ccc(Cl)c(Cl)c2)cc1
 : x, 2.9
O=C(CSc1ncnc2sc3c(c12)CCCC3)c1ccco1
 : -58.0, 7.0
COc1ccc(S(=O)(=O)N(Cc2ccccc2)Cc2nc(-c3ccccc3)no2)cc1
 : 3.9, -10.0

Seven compounds picked at random from the list so far:
Value order – HIV RNase H inh, RmlCD inh mix
CCC(=O)Nc1nnc(-c2ccc(OC)cc2)o1
 : -6.0, -14.6
O=C(CN1C(=O)c2ccccc2S1(=O)=O)NCCSCc1ccco1
 : 0.8, 3.3
O=CNc1ccccc1Oc1ccccc1
 : -11.4, 103.4
Cc1ccc2c(c1)N(CC(=O)NCCc1c[nH]c3ccccc13)C(=O)CO2
 : 6.1, -9.4
Cc1ccc(S(=O)(=O)N(CC(=O)Nc2cccc(N(C)S(C)(=O)=O)c2)c2ccc(Cl)c(Cl)c2)cc1
 : x, 2.9
COc1ccc(S(=O)(=O)N(Cc2ccccc2)Cc2nc(-c3ccccc3)no2)cc1
 : 3.9, -10.0
Cc1ccc(C(=O)C(C(=O)/C=C/c2ccccc2)=C2SCCCS2)cc1
 : x, -12.4

The list goes on.
Value order – HIV RNase H inh, RmlCD inh mix
CCC(=O)NC(=S)Nc1ccc(S(=O)(=O)NC(C)C)cc1
 : x, 13.9
CN(C(=O)CCN1C(=O)c2ccccc2C1=O)C1CCCCC1
 : x, 13.0
OCCN1CCN(c2ncnc3nc[nH]c23)CC1
 : -11.8, -14.4
COc1ccc(/C=C/C(=O)NC(=S)NCCc2ccc(OC)c(OC)c2)cc1
 : x, -8.4
Cc1ccc(C(=O)Nn2cnc3scc(-c4cccs4)c3c2=O)c(O)c1
 : x, 4.7
COc1ccc(OC)c(NC(=O)c2cc(-c3ccc(C)cc3O)n[nH]2)c1
 : 76.2*, 2.3
O=C(Oc1ccc2c(c1)OCO2)c1cc2c(s1)CCC2
 : 37.4, 2.2
COc1ccccc1NC(=O)C1=C(C)NC2=C(C(=O)CCC2)C1c1ccc(C)o1 (centres undefined)
 : -19.4, -2.7
COc1ccc(C(=O)Nc2ccc(S(=O)(=O)Nc3nccc(C)n3)cc2)cc1OC
 : x, 8.9
N#CC1=C(N)NC(SCc2ccc(F)cc2)=C(C#N)C12CCCCC2
 : -3.0, -20.2
CCCS(=O)(=O)N1CCC(C(=O)N2CCC(Cc3ccccc3)CC2)CC1
 : -3.0, -2.7
CN1C(=O)c2ccccc2N(C)C1c1ccc2c(c1)OCO2 (centres undefined)
 : -22.7, -1.0
COc1ccc(-c2c(C)oc3ccc(C)cc23)cc1
 : x, 11.2
CC(C)CC(OC(=O)c1ccco1)C(=O)NCC1CCCO1 (centres undefined)
 : 4.1, 7.9
CC(=O)N1[C@H](Cc2ccccc2)C=C[C@]1(C)C(=O)NCc1ccccn1
 : x, 5.0
Cc1cc(Nc2ccc(Cl)cc2)n(-c2ccccc2)n1
 : x, 10.3
CCOc1ccccc1CN(CCc1ccc2c(c1)OCO2)Cc1ccccn1
 : -10.2, -11.8
Cc1cc(C)n(-c2c(F)c(F)c(COC(=O)c3ccccc3)c(F)c2F)n1
 : x, 0.9
Cc1ccc(-n2c(O)c(C=NC3CCS(=O)(=O)C3)c3ccccc3c2=O)cc1 (centres undefined)
 : x, 19.9
Cn1nc(-c2ccccc2)c(C(=O)Nc2ccc(C(F)(F)F)cc2)c1Cl
 : x, 2.3
CC1=C(C(=O)Nc2ccc([N+](=O)[O-])cc2)C(c2cccc(C(F)(F)F)c2)NC(=S)N1c1ccccc1 (centres undefined)
 : x, -9.3
c1cc(-c2noc(CC3CCCCC3)n2)ccn1
 : -5.9, 1.0
COCCCNC(=O)c1cccc(OC)c1OC
 : -2.7, -0.9
COc1ccc(-c2cn3c(C)c(C(=O)NCCN4CCOCC4)sc3n2)cc1
 : 0.3, x
Nc1c(N=Nc2ccccc2F)c(=O)[nH]n1-c1ccccc1
 : x, -2.4
CC(=NCCN1CCOCC1)C1=C(O)c2ccccc2C1=O
 : -8.0, -7.9
CC1CCc2c(sc3ncnc(NCCCOC(C)C)c23)C1 (centres undefined)
 : x, -1.1
CC1CN(C(=O)c2cccc(S(=O)(=O)N3CCOCC3)c2)CC(C)O1 (centres undefined)
 : 6.3, 17.0
COc1cccc(OCc2nnc(SC)n2C)c1
 : -19.7, -9.9
CCOC(=O)C1CCN(S(=O)(=O)Cc2ccc(Cl)cc2)CC1
 : -7.1, 3.8
CCCc1cc(C(=O)Nc2nnc(C)s2)cs1
 : 2.9, 14.7
CCNC(=O)c1sc(=S)n(CC)c1N
 : -2.8, 9.2
C=C1CCN([C@H](C(=O)O)C(C)C)S(=O)(=O)c2ccccc21
 : x, -11.8
N#CCCCSc1nnnn1-c1cccc(Cl)c1
 : -105.3, x
O=C(NCCCN1CCN(c2ccccc2F)CC1)C1CCC(=O)N1C1CCCC1 (centres undefined)
 : -13.2, -3.9
Cc1noc(C)c1S(=O)(=O)N1CCC(C(=O)NC2CCN(Cc3ccccc3)CC2)CC1
 : x, -4.2
CC(c1ccccn1)N(CCN(C)C)C(=S)Nc1cccc(F)c1 (centres undefined)
 : x, 11.1
Cc1cc(Cl)c(S(=O)(=O)Nc2ccccn2)cc1OCC(N)=O
 : -4.2, 5.8
CCN(c1ccc(NC(=O)COC(=O)CCC(=O)c2ccc(F)cc2)cc1)C(C)C
 : x, u
c1ccc2sc(NC3=NCN(C4CCCCCC4)CN3)nc2c1
 : x, 4.8
COc1ccc(C(=O)Oc2ccc(C(C)=O)cc2)c(OC)c1
 : -12.6, -12.3
COc1ccc(OC)c(S(=O)(=O)N2CCC(C(=O)NCCc3ccccc3)CC2)c1
 : x, -4.9
COC(=O)c1c(-c2cccs2)csc1NC(=O)c1cccnc1
 : 2.7, 5.2
Cc1cc(Cl)c(S(=O)(=O)NCC2CCCO2)cc1OCC(=O)NC1CCCCC1 (centres undefined)
 : x, 6.9
O=C1CC(=O)N(c2ccc3c(c2)OCO3)C(=O)N1
 : -1.3, 8.2
COc1ccc(Cl)cc1NC(=O)COC(=O)CCNC(C)=O
 : -4.0, -12.9
CN1CCN(Cn2cc(/C=C/C(=O)c3ccccc3)c3ccccc32)CC1
 : x, 9.3
CCC1=C2CC[C@H]3C(=O)N(CC)C(=O)[C@H]3[C@H]2[C@@]2(Cc3ccccc3)C(=NCc3ccccc3)OC(=O)N2C1=O
 : x, 15.8
Cc1cc(Cl)ccc1NC(=O)CCCN1C(=O)CCC1=O
 : x, -14.3
COc1cccc(CC(NC(C)=O)C(=O)NC2CCN(c3nc(C)cc(C)c3C#N)CC2)c1OC (centres undefined)
 : 26.0, 9.4
COc1ccccc1N1CCN(C(=O)c2cc3cc(Br)ccc3oc2=O)CC1
 : -13.8, 6.2
CCCCN(CCCC)C1=Nc2ccccc2N/C1=C(/C#N)C(=O)OCC
 : x, 20.1
COc1ccccc1CCNS(=O)(=O)c1c(C)n(C)c(=O)n(C)c1=O
 : -6.4, 11.7
O=C(c1cc2sccc2n1Cc1ccccc1)N1CCN(c2nc3ccccc3s2)CC1
 : x, -20.3
C=CCNC(=S)NNC(=O)c1ccccc1
 : x, -23.8
CCOC(=O)c1oc2cc(OCC(N)=O)ccc2c(=O)c1-c1ccc(OC)c(OC)c1
 : -1.9, 10.4
O=C(NCCc1ccc(Cl)cc1)C1CCN(S(=O)(=O)N2CCC3(CC2)OCCO3)CC1
 : 2.5, 6.6
COc1cc(Cl)c(S(=O)(=O)NCCN2CCOCC2)cc1Cl
 : x, -0.6
Cc1ccc(-c2csc3ncnc(SCC(=O)c4ccc5c(c4)OCCO5)c23)cc1
 : x, -0.8
CSc1ccccc1C(=O)Nc1cccc(C)c1
 : x, -16.1

The list goes on:
Value order – HIV RNase H inh, RmlCD inh mix
CC(=O)Nc1nonc1NC(=O)CSc1nc2ccccc2o1
 : -24.5, -18.8
C/C(=N\NC(=O)c1cc(C2CC2)nc2ccccc12)c1ccc(C)s1
 : x, -21.1
CSc1nc2ccccc2n1CC(=O)N1CCCCC1
 : 2.2, x
CCOC(=O)N1CCN(C(=O)c2ccc(CN(c3ccc(C)c(C)c3)S(C)(=O)=O)cc2)CC1
 : -1.5, -8.2
Cc1cccc(NC(=O)CSc2nnc([C@@H]3CCCN3C(=O)OC(C)(C)C)o2)c1C
 : 0.7, -4.5
C=Cn1c(C(=O)O)cc(CC)c1-c1ccccc1
 : -2.5, 2.0
COc1ccc(CC(=O)Nc2ccc(S(=O)(=O)Nc3ncccn3)cc2)cc1
 : x, -7.4
CCn1nnnc1SCC(=O)Nc1ccc2c(c1)OCCO2
 : x, -13.2
O=C(OCCN1C(=O)c2ccccc2C1=O)c1cnccn1
 : -14.0, -8.5
Cc1sc2nc(SCC(=O)OC(C)C)n(C)c(=O)c2c1C
 : 44.7, 2.6
O=C1C=C(c2ccc3c(c2)OCO3)CCC1
 : x, 8.2
COc1ccc(S(=O)(=O)N2CCC(C(=O)NCCc3ccccc3)CC2)cc1OC
 : x, -3.2
O=C(/C=C/c1ccccc1)c1cc(Br)ccc(=O)c1O
 : x, -5.8
COC(=O)C1=C(C)N(c2ccc(S(N)(=O)=O)cc2)C(=O)C1
 : x, -5.9
COc1ccc(-c2nnn(Cc3ccccc3F)n2)cc1
 : x, 1.8
Cc1ccnc(N2CCCC(C(=O)NCc3cccs3)C2)n1 (centres undefined)
 : x, 5.8
CCOc1ccc(OCc2cccc(C(=O)N3CCOCC3)c2)cc1
 : -12.9, x
CCC1CCCCN1S(=O)(=O)c1ccc(C(=O)Nc2nnc(-c3cccs3)o2)cc1 (centres undefined)
 : 32.3, x
CCCn1c(=O)c2ccccc2n2c(SCCOc3ccc(C)cc3)nnc12
 : -14.8, 13.0
